STK33 kin inh = STK33 kinase inhibitors, primary screen, biochemical, luminescence, ADP-Glo, MBP substrate; Serine/threonine-protein kinase 33 (Homo sapiens), Q9BYT3; inhibition, % at 12.5 µM; actives 0.44% (n = 27,000); in the data active = inhibition above about 20%
Target sequence (Q9BYT3 whole entry, looked up): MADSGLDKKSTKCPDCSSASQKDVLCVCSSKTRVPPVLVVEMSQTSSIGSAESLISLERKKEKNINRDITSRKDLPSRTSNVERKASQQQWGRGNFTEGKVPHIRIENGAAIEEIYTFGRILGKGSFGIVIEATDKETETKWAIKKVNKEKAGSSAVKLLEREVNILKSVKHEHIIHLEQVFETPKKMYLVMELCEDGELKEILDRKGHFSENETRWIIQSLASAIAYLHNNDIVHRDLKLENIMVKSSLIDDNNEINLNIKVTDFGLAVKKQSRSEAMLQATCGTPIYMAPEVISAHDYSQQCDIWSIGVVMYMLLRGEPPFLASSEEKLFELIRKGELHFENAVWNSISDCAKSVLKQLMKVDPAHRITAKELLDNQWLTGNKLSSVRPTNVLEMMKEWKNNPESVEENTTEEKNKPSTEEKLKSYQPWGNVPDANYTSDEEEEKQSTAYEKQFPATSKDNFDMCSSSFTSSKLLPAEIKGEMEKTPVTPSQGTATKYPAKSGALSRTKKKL
mut p53 react = mutant p53 pathway re-activators, primary screen, cell-based, SW480, luciferase, single point, HTS | AID 624151, 2012 | activation, % at 9.98 µM | SW480 PUMA-promoter luciferase, p53 mutant reactivation | actives 1.5% (n = 28,000); in the data active = activation above about 52%
Active calls of the source: *. Some of the compounds tested (hit frequency here may not be typical).

Preview, seven compounds:
What do the screens show for `CC(C)NC(=O)Nc1ccc2c(c1)CC(=O)N([C@@H](C)CO)C[C@H](C)[C@H](CN(C)C(=O)NC(C)C)O2`?
STK33 kin inh: 0

How did C[C@@H]1CN([C@H](C)CO)C(=O)c2cc(NC(=O)C3CCCCC3)ccc2O[C@H]1CN(C)C(=O)Nc1ccc2c(c1)OCO2 do in these assays?
STK33 kin inh: -1

What do the screens show for `C[C@H](CO)N1C[C@H](C)[C@H](CN(C)S(=O)(=O)c2ccc(Oc3ccccc3)cc2)OCc2cnnn2CCCC1=O`?
STK33 kin inh: 3

What do the screens show for `C[C@H](CO)N1C[C@H](C)[C@H](CN(C)S(=O)(=O)c2ccc(Cl)cc2)Oc2ccc(NC(=O)Nc3ccc(C(F)(F)F)cc3)cc2CC1=O`?
STK33 kin inh: 0

What do the screens show for `Cc1cc(C)c(NC(=O)CSc2nc3ccc(NC(=O)c4ccccc4Cl)cc3s2)c(C)c1`?
STK33 kin inh: 7; mut p53 react: 12

How did C[C@@H]1CN([C@H](C)CO)C(=O)c2cc(NS(C)(=O)=O)ccc2O[C@H]1CN(C)C(=O)Nc1ccccc1 do in these assays?
mut p53 react: 0

Results for CNC[C@@H]1Oc2ccc(NC(=O)CCC(F)(F)F)cc2CC(=O)N([C@@H](C)CO)C[C@@H]1C ?
STK33 kin inh: 3; mut p53 react: 1

The list itself, repeating the preview:
What do the screens show for `CC(C)NC(=O)Nc1ccc2c(c1)CC(=O)N([C@@H](C)CO)C[C@H](C)[C@H](CN(C)C(=O)NC(C)C)O2`?
STK33 kin inh: 0

How did C[C@@H]1CN([C@H](C)CO)C(=O)c2cc(NC(=O)C3CCCCC3)ccc2O[C@H]1CN(C)C(=O)Nc1ccc2c(c1)OCO2 do in these assays?
STK33 kin inh: -1

What do the screens show for `C[C@H](CO)N1C[C@H](C)[C@H](CN(C)S(=O)(=O)c2ccc(Oc3ccccc3)cc2)OCc2cnnn2CCCC1=O`?
STK33 kin inh: 3

What do the screens show for `C[C@H](CO)N1C[C@H](C)[C@H](CN(C)S(=O)(=O)c2ccc(Cl)cc2)Oc2ccc(NC(=O)Nc3ccc(C(F)(F)F)cc3)cc2CC1=O`?
STK33 kin inh: 0

What do the screens show for `Cc1cc(C)c(NC(=O)CSc2nc3ccc(NC(=O)c4ccccc4Cl)cc3s2)c(C)c1`?
STK33 kin inh: 7; mut p53 react: 12

How did C[C@@H]1CN([C@H](C)CO)C(=O)c2cc(NS(C)(=O)=O)ccc2O[C@H]1CN(C)C(=O)Nc1ccccc1 do in these assays?
mut p53 react: 0

Results for CNC[C@@H]1Oc2ccc(NC(=O)CCC(F)(F)F)cc2CC(=O)N([C@@H](C)CO)C[C@@H]1C ?
STK33 kin inh: 3; mut p53 react: 1

What do the screens show for `C[C@@H]1CN([C@H](C)CO)C(=O)c2cc(C3=CCCC3)cnc2O[C@@H]1CN(C)C(=O)NC1CCCC1`?
mut p53 react: 3

Results for COc1ccc([N+](=O)[O-])cc1NC(=O)CCN1CCN(c2ccccc2OC)CC1 ?
STK33 kin inh: 1; mut p53 react: 17

How did COc1ccc(S(=O)(=O)N(C)C[C@H]2Oc3ccc(NS(=O)(=O)c4c(C)noc4C)cc3CC(=O)N([C@@H](C)CO)C[C@H]2C)cc1 do in these assays?
STK33 kin inh: 2

How did C[C@@H]1CN([C@@H](C)CO)C(=O)c2cccc(NC(=O)c3cnccn3)c2O[C@H]1CN(C)Cc1ccc(C(F)(F)F)cc1 do in these assays?
mut p53 react: 2

Results for COc1ccc(S(=O)(=O)N(C)C[C@H]2Oc3ccc(NC(=O)Nc4ccc(F)cc4)cc3CC(=O)N([C@@H](C)CO)C[C@H]2C)cc1 ?
STK33 kin inh: -4

How did Cc1noc(C)c1S(=O)(=O)Nc1cccc2c1O[C@H](CN(C)Cc1ccncc1)[C@H](C)CN([C@H](C)CO)C2=O do in these assays?
mut p53 react: -7

What do the screens show for `C[C@@H]1CN([C@H](C)CO)C(=O)Cc2cc(NC(=O)CCC(F)(F)F)ccc2O[C@H]1CN(C)Cc1ccc2c(c1)OCO2`?
mut p53 react: 1

What do the screens show for `C[C@@H]1CN([C@@H](C)CO)C(=O)Cc2cc(NC(=O)c3ccncc3)ccc2O[C@@H]1CN(C)S(=O)(=O)c1ccc(Cl)cc1`?
STK33 kin inh: -1

How did COc1ccc(NC(=O)N(C)C[C@H]2Oc3ccc(NC(=O)Nc4ccc(F)cc4)cc3CC(=O)N([C@@H](C)CO)C[C@H]2C)cc1 do in these assays?
STK33 kin inh: 0

How did Cc1ccccc1C(=O)Nc1cccc(NC(=O)COc2cc(C)c(Cl)c(C)c2)c1 do in these assays?
STK33 kin inh: -1; mut p53 react: 7

Results for C[C@@H]1CN([C@@H](C)CO)C(=O)c2cccc(NS(C)(=O)=O)c2O[C@@H]1CN(C)S(=O)(=O)c1ccc(Cl)cc1 ?
mut p53 react: 6

How did COc1ccc(OC(C)C(=O)Nc2ccc(C(N)=O)cc2)cc1 (configuration not stated) do in these assays?
STK33 kin inh: -1; mut p53 react: 7

What do the screens show for `C[C@H](CO)N1C[C@H](C)[C@@H](CN(C)Cc2ccccc2)Oc2c(cccc2N(C)C)C1=O`?
mut p53 react: 2

Results for CS(=O)(=O)N(CC(=O)Nc1cc(C(F)(F)F)ccc1Cl)c1ccc2c(c1)OCCO2 ?
STK33 kin inh: -1; mut p53 react: -11

How did COCCOC(=O)N1C(=O)[C@@]2(c3cc(C#CCNC(N)=O)ccc31)[C@H](C(=O)NC[C@H](O)c1ccccc1)[C@H]1C(=O)O[C@H](c3ccccc3)[C@H](c3ccccc3)N1[C@@H]2c1ccc(O)cc1 do in these assays?
STK33 kin inh: 2

Results for COc1ccc(/C=C/C(=O)O[C@@H]2[C@@H](O)[C@@H](O)[C@H](O[C@H]3[C@@H]4C=CO[C@@H](O[C@@H]5O[C@H](CO)[C@@H](O)[C@H](O)[C@H]5O)[C@@H]4[C@@]4(CO)O[C@@H]34)O[C@H]2C)cc1 ?
STK33 kin inh: -4; mut p53 react: 7

Results for O=C(COc1ccccc1[N+](=O)[O-])Nc1ccc2oc(-c3ccc(Cl)cc3Cl)nc2c1 ?
STK33 kin inh: -4; mut p53 react: 17

What do the screens show for `C[C@H]1CN([C@@H](C)CO)C(=O)c2cccc(NC(=O)Nc3ccc(F)cc3)c2O[C@@H]1CN(C)Cc1ccc(C(=O)O)cc1`?
mut p53 react: 4

Results for Cc1cccc(NC(=O)C(=O)NCCCn2ccnc2)c1 ?
STK33 kin inh: 1; mut p53 react: 27

How did COc1ccc(S(=O)(=O)N(C)CC(=O)Nc2ccc3c(c2)OCCO3)cc1OC do in these assays?
STK33 kin inh: 1; mut p53 react: -13

How did CC(C)NC(=O)Nc1ccc2c(c1)C(=O)N([C@@H](C)CO)C[C@H](C)[C@H](CN(C)C(=O)Nc1ccc(F)cc1)OCCCC[C@@H](C)O2 do in these assays?
mut p53 react: -1

How did CCC(=O)N1CCN(c2ccc(Cl)cc2NC(=O)COc2cc(C)cc(C)c2)CC1 do in these assays?
STK33 kin inh: -7; mut p53 react: 0

How did C[C@@H]1CN([C@@H](C)CO)C(=O)CCCn2nncc2CO[C@@H]1CN(C)Cc1ccc2cccnc2c1 do in these assays?
STK33 kin inh: 1

Random excerpt: 3 entries already listed.
How did Cc1ccccc1C(=O)Nc1cccc(NC(=O)COc2cc(C)c(Cl)c(C)c2)c1 do in these assays?
STK33 kin inh: -1; mut p53 react: 7

How did COc1ccc(NC(=O)N(C)C[C@H]2Oc3ccc(NC(=O)Nc4ccc(F)cc4)cc3CC(=O)N([C@@H](C)CO)C[C@H]2C)cc1 do in these assays?
STK33 kin inh: 0

Results for COc1ccc(S(=O)(=O)N(C)C[C@H]2Oc3ccc(NC(=O)Nc4ccc(F)cc4)cc3CC(=O)N([C@@H](C)CO)C[C@H]2C)cc1 ?
STK33 kin inh: -4

(cont.)
How did C[C@@H]1CN([C@H](C)CO)C(=O)c2cccc(NC(=O)c3ccc(-c4nccs4)cc3)c2O[C@H]1CN(C)C(=O)NC1CCCCC1 do in these assays?
mut p53 react: 3

Results for O=C(NCCN1CCN(C(=O)c2cccc(Br)c2)CC1)C(=O)Nc1ccc(F)cc1 ?
STK33 kin inh: 10; mut p53 react: -9

Results for COc1ccc(S(=O)(=O)N(CC(=O)Nc2ccccc2)C2CCCCC2)cc1Cl ?
STK33 kin inh: -1; mut p53 react: -2

What do the screens show for `COc1ccc(S(=O)(=O)N(C)CCc2ccccn2)cc1`?
STK33 kin inh: -1; mut p53 react: -8

What do the screens show for `C[C@H]1CN([C@@H](C)CO)C(=O)Cc2cc(NC(=O)Nc3ccc(F)cc3)ccc2O[C@@H]1CN(C)S(=O)(=O)c1ccccc1`?
STK33 kin inh: -1

Results for COc1ccc(C#Cc2ccc3c(c2)O[C@H](CN(C)C(=O)CN2CCOCC2)[C@@H](C)CN([C@H](C)CO)S3(=O)=O)cc1 ?
mut p53 react: -6

Results for COc1ccc(NC(=O)Nc2ccc3c(c2)C(=O)N([C@@H](C)CO)C[C@H](C)[C@H](CN(C)Cc2ccncc2)O3)cc1 ?
STK33 kin inh: -6

Results for O=C(NCC(O)c1ccccc1)c1ccc(S(=O)(=O)N2CCOCC2)cc1 (configuration not stated) ?
STK33 kin inh: -3; mut p53 react: -12

What do the screens show for `COc1cccc(OC)c1OCCNCC1COc2ccccc2O1` (configuration not stated)?
STK33 kin inh: -1

What do the screens show for `C=C1C(=O)O[C@H]2C1C[C@@H](OC(C)=O)[C@@]1(C)[C@@H](OC(C)=O)C[C@@H](OC(C)=O)C(=C)[C@H]21` (some centres not stated)?
STK33 kin inh: -1

What do the screens show for `C[C@H]1CN([C@@H](C)CO)C(=O)c2cccc(NS(=O)(=O)c3cccs3)c2O[C@H]1CN(C)Cc1ccc(Cl)c(Cl)c1`?
mut p53 react: 0

Results for C[C@H]1CN([C@@H](C)CO)C(=O)c2cccc(NC(=O)C3CCOCC3)c2O[C@H]1CN(C)S(=O)(=O)c1cccs1 ?
mut p53 react: 0

What do the screens show for `C[C@H](CO)N1C[C@H](C)[C@H](CN(C)Cc2ccc(Cl)c(Cl)c2)Oc2ccc(NC(=O)Nc3ccc4c(c3)OCO4)cc2C1=O`?
STK33 kin inh: -1

What do the screens show for `O=C(CCCN1C(=O)c2ccccc2C1=O)Nc1ccc(F)c(Cl)c1`?
STK33 kin inh: -9; mut p53 react: -1

What do the screens show for `COc1ccc(C2Oc3cc(OC)ccc3CC2O)cc1` (configuration not stated)?
STK33 kin inh: -1; mut p53 react: -15

What do the screens show for `COCC(=O)N(C)C[C@@H]1Oc2cc(C#CC3CCCC3)ccc2S(=O)(=O)N([C@H](C)CO)C[C@@H]1C`?
mut p53 react: 10

What do the screens show for `COC(=O)c1ccccc1NC(=O)CSc1nnc(-c2ccccc2)o1`?
STK33 kin inh: 0; mut p53 react: 15

How did COc1ccc(S(=O)(=O)N(C)CC(=O)Nc2cc([N+](=O)[O-])ccc2C)cc1C do in these assays?
STK33 kin inh: -2; mut p53 react: -1

How did C[C@@H]1CN([C@@H](C)CO)C(=O)c2cc(NC(=O)C3CCCCC3)ccc2O[C@@H](C)CCCCO[C@H]1CN(C)Cc1ccc(C(=O)O)cc1 do in these assays?
mut p53 react: -11

Results for C[C@H]1CN([C@@H](C)CO)S(=O)(=O)c2ccc(-c3cccnc3)cc2O[C@H]1CN(C)CC1CC1 ?
mut p53 react: 5

What do the screens show for `C[C@H]1CN([C@@H](C)CO)C(=O)Cc2cc(NC(=O)C3CCCCC3)ccc2O[C@H]1CN(C)C(=O)Nc1ccc(C(F)(F)F)cc1`?
STK33 kin inh: 2

How did CCCN(C)C[C@@H]1OCCCC[C@@H](C)Oc2ccc(N(C)C)cc2C(=O)N([C@H](C)CO)C[C@@H]1C do in these assays?
STK33 kin inh: -3; mut p53 react: 14

How did C[C@H](CO)N1C[C@H](C)[C@H](CN(C)C(=O)Nc2cccc(C(F)(F)F)c2)OCc2cn(nn2)CCCC1=O do in these assays?
STK33 kin inh: 2

What do the screens show for `Cc1noc(C)c1NC(=O)Nc1ccc2c(c1)CC(=O)N([C@H](C)CO)C[C@H](C)[C@H](CN(C)S(C)(=O)=O)O2`?
STK33 kin inh: 0

What do the screens show for `COC(=O)[C@]1(Cc2ccccc2N=[N+]=[N-])N=C(c2ccc(OCCCO)cc2)O[C@@H]1c1ccccc1N=[N+]=[N-]`?
STK33 kin inh: 5

How did C[C@@H]1CN([C@H](C)CO)C(=O)Cc2cc(NC(=O)C3CCCCC3)ccc2O[C@@H]1CN(C)C(=O)Nc1ccc(C(F)(F)F)cc1 do in these assays?
STK33 kin inh: 1

How did COc1ccccc1C1=NN(C(=O)CCC(=O)O)C(c2ccco2)C1 (configuration not stated) do in these assays?
STK33 kin inh: -2; mut p53 react: -7

Results for C=CC[C@@]1(C(=O)OC)N=C(c2ccc(OCCCO)cc2)O[C@@H]1c1ccccc1CN=[N+]=[N-] ?
STK33 kin inh: 2

How did CC(C)NC(=O)Nc1ccc2c(c1)C(=O)N([C@H](C)CO)C[C@@H](C)[C@@H](CN(C)S(=O)(=O)c1ccccc1)OCCCC[C@@H](C)O2 do in these assays?
mut p53 react: 3

What do the screens show for `COc1ccc(NC(=O)Nc2cccc3c2O[C@@H](CN(C)Cc2ccncc2)[C@H](C)CN([C@@H](C)CO)C3=O)cc1`?
mut p53 react: 7

Results for C/C=C/C/C=C/CCC(=O)[C@H]1O[C@H]1C(N)=O ?
STK33 kin inh: -1; mut p53 react: 29

What do the screens show for `COC(=O)c1csc(S(=O)(=O)N=S(C)(=O)c2cccs2)c1OC` (configuration not stated)?
mut p53 react: -7

Results for CC(=O)c1ccc(NC(=O)CNS(=O)(=O)c2ccc(C(C)(C)C)cc2)cc1 ?
STK33 kin inh: 0; mut p53 react: -6

How did C[C@H]1CN([C@@H](C)CO)C(=O)c2cc(NC(=O)CCN3CCOCC3)ccc2O[C@@H]1CN(C)C(=O)Nc1ccccc1 do in these assays?
STK33 kin inh: -1; mut p53 react: -1
